Screening data as filed in PubChem.
SUMO Mot1 rescue: inhibitors of SUMOylation pathway: yeast Mot1-301 growth rescue | S. cerevisiae Mot1-301 growth rescue, ATP luminescence, 38.5C; percent above DMSO median, 100 means doubled | growth rescue, % at 18.8 µM | 320,000 tested, 1% active;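 active means every valid replicate shows activation above 250% relative to neutral control wells; inactive means the rest, any valid replicate at or below 250%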;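 further: OY570 slx delta 5 strain wells were the positive control but not used for scaling; some compounds called inactive have numbers as strong as hits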
OPRM1-OPRD1 inv: inverse agonists of human mu-delta opioid receptor heterodimerization. P35372+P41143. inhibition, % at 9.3 µM. AID 504357. cell-based MOR-DOR heterodimer luminescence, inverse agonism. 340,000 tested, 0.21% active; in the data active means inhibition above about 22%, passing the limit was not always enough;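 further: 0% = cells with DMSO and 100% = wells without cells with DMSO; values of inactives mirror those of a sister screen read the other way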
Pemphigus Ab inh: inhibitors of pemphigus antibody binding to human desmoglein-3; P32926; DSG3-coupled beads, scFv-anti-DSG3-GFP binding, flow cytometry; stronger effect = lower value; binding (percent of control), % at 10 µM; 310,000 tested, 0.48% active; AID 588358;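 active means binding more than 3 SD below its plate's average and above zero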;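 further: hits lower antibody fragment binding to DSG3; some compounds called inactive have numbers as strong as hits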
PfHsp90 yeast 2: inhibits growth of yeast expressing Plasmodium falciparum Hsp90 | AID 504621 | S. cerevisiae expressing PfHsp90, BacTiter-Glo ATP, 48 h; yeast lacking PDR1 and PDR3 efflux regulators | 310,000 tested, 0.32% active | inhibition, % at 9.4 µM;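 active means every replicate shows inhibition above about 80%, whatever the replicate mean, limit read from the data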;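 further: 0% = DMSO neutral controls and 100% = 20 µM radicicol positive controls; yeast relying on Plasmodium falciparum Hsp90 in place of its own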
HTR5A ag: activates human HTR5A in OPRM1-OPRD1 agonist counter-screen | P47898 | HTR5A agonist assay, luminescence, cell-based | activation, % at 9.3 µM | 340,000 tested, 0.61% active | AID 504692; in the data active means activation mostly above about 9.5%, no sharp cut-off; inactive means mostly below about 7.6%;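 further: 0% = cells with vehicle only and 100% = reference agonist; strong numbers were not always called active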
Target sequence (P47898 whole entry, looked up): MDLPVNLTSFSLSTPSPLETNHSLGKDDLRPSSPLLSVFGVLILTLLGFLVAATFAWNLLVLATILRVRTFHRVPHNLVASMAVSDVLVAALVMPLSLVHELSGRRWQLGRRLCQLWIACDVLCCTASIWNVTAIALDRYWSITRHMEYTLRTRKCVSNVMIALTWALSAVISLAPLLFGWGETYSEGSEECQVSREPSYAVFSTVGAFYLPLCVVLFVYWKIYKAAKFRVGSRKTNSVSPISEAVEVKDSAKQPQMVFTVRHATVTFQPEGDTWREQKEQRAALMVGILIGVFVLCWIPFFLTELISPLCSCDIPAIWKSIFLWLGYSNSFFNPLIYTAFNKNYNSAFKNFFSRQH
HTR5A inv ag: counter-screen for OPRM1-OPRD1 inverse agonists: human HTR5A inverse agonism; HTR5A cell line, luminescence; inhibition, % at 9.3 µM; 340,000 tested, 0.083% active; in the data active means inhibition mostly above about 23%, no sharp cut-off; inactive means mostly below about 18%;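 further: 0% = cells with DMSO and 100% = no-cell wells with DMSO; some compounds called inactive have numbers as strong as hits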
OPRM1-OPRD1 ag: agonists of human mu-delta opioid receptor heterodimerization. 340,000 tested, 0.3% active. activation, % at 9.3 µM. cells, OPRM1-OPRD1 heterodimerization, luminescence. AID 504326. P35372+P41143; in the data active means activation above about 18%;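 further: 0% = vehicle-treated cells and 100% = reference agonist; values of inactives mirror those of a sister screen read the other way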
phage Ecoli inh: E. coli growth loss with phage present | growth absorbance | inhibition, % at 11.9 µM | 360,000 tested, 0.26% active; in the data active means inhibition above about 11%
AddAB inh: less growth of phage-infected E. coli with AddAB; 330,000 tested, 0.29% active; AID 435030; inhibition, % at 11.9 µM; E. coli expressing H. pylori AddAB, absorbance growth; in the data active means inhibition above about 12%;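 further: 0% = vehicle wells of infected cells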
Ecoli viability: reduces bacterial viability in AddAB counter-screen. E. coli V3065 growth, OD600 absorbance, 18 h. inhibition, % at 11.9 µM. 330,000 tested, 0.27% active. AID 449728;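 active means inhibition above the campaign's mean inhibition across all tested compounds plus 3 SD, cut at about 9.9% in these data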;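 further: uninfected addAB+ strain grown without phage in ampicillin broth; 0% = DMSO wells and 100% = ciprofloxacin 0.95 µg/ml wells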
PKA-R1A act: activators of PKA-R1A complex | AID 504707 | activation, % at 11.4 µM | 340,000 tested, 0.083% active | PKA-R1A dissociation, Cy5-IP20 fluorescence polarization; scaled: DMSO 0%, 113 µM cGMP 100% | P00514+P68181;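 active means percent activation above the mean of all tested compounds plus 3 SD, cut at about 19% in these data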;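 further: higher means more PKAc released from R1A so a rise in polarization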
Active calls of the source: *; / = not tested or not shown.

Below each compound – AddAB inh	HTR5A inv ag	OPRM1-OPRD1 inv	Pemphigus Ab inh	SUMO Mot1 rescue	HTR5A ag	phage Ecoli inh	PfHsp90 yeast 2	PKA-R1A act	Ecoli viability	OPRM1-OPRD1 ag
[1] COc1ccc(NC(=O)c2nc[nH]c2C(=O)N[C@@H](CC(C)C)C(=O)OC(C)(C)C)cc1
  2.6	-3	5	/	-10	-1	1.4	-31	-13	-0.3	-0.9
[2] CCC(CC)CN1CCC(CN2CCNC(=O)C2=O)CC1
  /	2	3	111	/	0	0.7	3	1	/	-0.7
[3] COc1ccc(/C=N/NC(=O)c2c(-c3ccccc3)noc2C)cc1
  -1.1	7	10	97	22	-1	0.4	-22	8	3.0	-1.6
[4] Cc1ccc(-n2c(SCC(=O)N/N=C/c3ccc(C)s3)nnc2-c2ccccc2)cc1
  2.6	7	-4	104	8	-2	2.4	10	-1	-0.2	0.7
[5] CC(=O)Nc1ccc(S(=O)(=O)N2CCN(c3nc(NC4CCCC4)c4ccccc4n3)CC2)cc1
  1.1	0	2	103	-18	0	2.9	1	-5	2.1	-0.3
[6] CC(C)N(CCCNC(=O)Cn1ncc2c([nH]c3ccccc32)c1=O)Cc1ccccc1
  3.7	4	12	/	9	-2	-1.9	-17	-6	1.0	-2.1
[7] COc1ccccc1NS(=O)(=O)c1cc(NC(=O)CC(C)(C)C)ccc1N1CCOCC1
  -1.1	/	/	89	4	/	2.9	-12	/	-0.9	/
[8] Cc1ccc(C(=O)Nc2nc(-c3ccccn3)cs2)o1
  -4.0	1	3	90	-3	0	-3.9	-25	-4	-4.1	-0.6
[9] Cc1ccc(NC2=NCC(=O)N2Cc2ccc3c(c2)OCO3)cc1
  1.6	1	-5	/	-17	2	2.2	1	-6	-0.5	1.1
[10] COc1ccccc1Nc1nc2nonc2nc1N1CCC(C)CC1
  3.7	-16	-11	118	11	7	5.9	-3	-7	1.6	1.8
[11] CCCCN1C(=O)C(=O)N(CC(=O)Nc2ccccc2C(C)=O)C1=O
  -0.2	2	14	/	14	-1	2.7	-27	-9	2.0	-3.5
[12] Cc1cc(C)n2nc(C(=O)OCC(=O)NC3CCCCC3)nc2n1
  -1.5	9	16	107	-11	-4	4.5	/	4	-2.0	-3.0
[13] NC(=O)NCC12CC3CC(CC(C3)C1)C2
  -2.1	4	10	106	-1	-5	1.2	-3	-4	-0.3	-1.8
[14] CC(=O)Nc1ccc(NC(=O)CSc2nc3ccccc3nc2N2CCCCC2)cc1
  1.0	-11	12	/	-6	5	1.5	-4	5	-4.0	-1.9
[15] COc1cc(NC(=O)c2ccc(S(=O)(=O)N(C)c3ccccc3OC)cc2)cc(OC)c1
  -0.7	-16	-12	117	18	4	-1.9	20	9	-2.5	2.4
[16] COc1ccc(CC(=O)Nc2c(C(N)=O)oc3ccccc23)cc1OC
  3.7	7	-7	104	-12	1	8.1	2	3	0.6	1.4
[17] C=C(C)CN(Cc1ccccc1)C(=S)Nc1ccccc1
  -0.3	11	4	96	15	-3	-0.4	-6	-8	1.0	-0.8
[18] Cc1ccc(NC(=O)C2COc3ccccc3O2)cc1S(=O)(=O)N1CCOCC1 (configuration not stated)
  -0.9	1	4	/	-5	-1	0.1	23	3	-2.8	-1.0
[19] Cc1ccc2c(COC(=O)c3ccc(NC(=O)CC#N)cc3)cc(=O)oc2c1C
  -1.0	-9	2	93	123	-3	-2.4	-20	1	0.8	-0.3
[20] COc1ccc(C2NC(=O)NC(O)(C(F)(F)F)C2C(=O)c2ccc(F)cc2)cc1 (configuration not stated)
  2.6	-8	12	65	-9	4	0.2	1	-1	-2.5	-2.2
[21] CC(=O)NCC(=O)N1CCCC(C(=O)c2ccc(-c3ccccc3)c(F)c2)C1 (configuration not stated)
  0.5	-30	9	104	3	-2	-0.3	2	2	0.8	-1.8
[22] O=C(NCc1ccc(Cl)cc1)c1ccc(Cl)cc1[N+](=O)[O-]
  1.5	-11	-8	101	106	7	2.2	10	-10	-0.2	1.4
[23] CC(Sc1nnc(NC2CCCCC2)s1)C(=O)N1CCOCC1 (configuration not stated)
  3.4	-12	6	96	2	-4	2.9	/	0	0.1	-1.1
[24] O=C(N=C1SC2CS(=O)(=O)CC2N1Cc1ccc(Cl)cc1)C1CCCO1 (configuration not stated)
  -0.4	-32	14	/	-2	2	1.4	13	2	0.8	-2.6
[25] Clc1ccc2nc(CSc3nnc(-c4c[nH]c5ccccc45)o3)cn2c1
  /	7	5	42*	/	-3	2.5	-3	-9	/	-0.9
[26] COC(=O)C1=C(C)NC(C)=C(C(=O)OCC2CCCO2)C1c1ccc(Cl)c([N+](=O)[O-])c1 (configuration not stated)
  -0.1	-15	-23	/	-19	4	-0.1	11	-4	-1.4	4.0
[27] COc1ccc(S(=O)(=O)N2CCOCC2)cc1NC(=O)COC(=O)C1CC2CCCC(C1)C2=O (configuration not stated)
  3.2	-11	7	112	180	4	-1.0	-1	-6	-1.0	-1.8
[28] COC(=O)Nc1nc2ccc(-c3n[nH]c(=O)c4ccccc34)cc2[nH]1
  2.9	-27	6	32	3	2	1.8	-19	6	0.4	-1.3
[29] CS(=O)(=O)N1CCN(C(=O)c2c(F)cccc2F)CC1
  2.5	-4	9	97	-6	-2	2.1	/	-6	2.2	-1.7
[30] O=C(NC1CCCC1)c1noc2c1CCCCC2
  -1.2	7	12	/	-9	-3	4.2	/	0	-3.5	-2.0

The results go on.
Below each compound – AddAB inh	HTR5A inv ag	OPRM1-OPRD1 inv	Pemphigus Ab inh	SUMO Mot1 rescue	HTR5A ag	phage Ecoli inh	PfHsp90 yeast 2	PKA-R1A act	Ecoli viability	OPRM1-OPRD1 ag
[31] COc1cc(CNCc2ccccn2)ccc1OCc1ccc(Cl)c(Cl)c1
  -3.8	9	-10	/	37	-3	0.2	4	0	-5.7	2.1
[32] CCc1nnc(NC(=O)NCN2C(=O)C3C4C=CC(C4)C3C2=O)s1 (configuration not stated)
  2.2	-15	12	129	17	9	2.8	9	-1	2.0	-2.1
[33] CC1=C(C(=O)N2CCc3ccccc32)C2(CCC(C)CC2)OC1=O (configuration not stated)
  2.4	-9	-3	119	35	3	1.6	9	-7	2.3	0.6
[34] COc1cccc(CNC(=O)Cc2ccc(NC3=NC4CS(=O)(=O)CC4S3)cc2)c1 (configuration not stated)
  0.9	2	3	92	-12	-1	2.4	12	0	0.8	-0.5
[35] Cc1ccc2c(Cl)cc(Cl)c(OCc3c(C)noc3C)c2n1
  1.6	6	-1	113	-4	10	1.2	-3	6	-0.5	0.1
[36] O=C(CCCn1c(=O)[nH]c2cc(Cl)ccc2c1=O)NCCN1CCN(c2ccccc2)CC1
  4.2	-12	6	109	-1	4	1.4	-16	-3	0.7	-1.5
[37] COCCOC(=O)C1=C(C)N(Cc2ccccc2)C(=O)NC1c1ccc(OC)cc1 (configuration not stated)
  1.1	-5	17	/	8	1	2.2	44	-2	-0.4	-4.0
[38] CC1CN(CCC(=O)Nc2ccc3c(c2)OCO3)CC(C)O1 (configuration not stated)
  0.4	16	15	96	-3	-6	0.3	-29	-13	0.6	-2.7
[39] COc1ccc(CNC(=O)COC(=O)CC2CCCC2)cc1
  0.6	20	8	107	136	-2	3.9	-3	-10	0.0	-1.1
[40] C=CCOC(=O)/C(=C\c1ccc(OC)cc1)NC(=O)c1ccco1
  4.8	-7	14	/	42	3	-0.6	/	13	0.8	-2.8
[41] CSCCC(NS(=O)(=O)c1ccc(Cl)cc1)C(=O)N1CCN(c2ccccc2)CC1 (configuration not stated)
  /	-15	-1	-2.0*	/	-4	2.7	0	10	/	0.3
[42] O=C(Oc1ccccc1C(=O)Oc1ccccc1)c1ccco1
  2.7	-19	3	110	0	-2	0.8	15	-16	0.2	-0.5
[43] CCCC1=C(C(=O)OCC)C(c2ccccc2OCC)NC(=O)N1C (configuration not stated)
  0.5	4	4	101	9	3	0.8	-4	1	1.5	-0.7
[44] CCOC(=O)C1CCN(C(c2cc3ccc(C)cc3[nH]c2=O)c2nnnn2C2CCCCC2)CC1 (configuration not stated)
  0.7	-16	-15	/	1	-1	1.6	2	0	0.5	2.7
[45] COc1ccc(N(C)S(=O)(=O)c2ccc3c(c2)oc(=O)n3C)cc1
  1.2	0	20	96	4	-4	2.7	-8	-11	-0.5	-3.9
[46] COC(=O)C1CCN(S(=O)(=O)c2ccc(OC)cc2)CC1
  0.5	1	20	102	28	-1	-0.9	/	6	-0.5	-4.2
[47] COc1ccccc1CNC(=O)CSc1ccc(C)cc1
  0.7	0	-1	82	/	0	3.8	30	-2	0.1	0.2
[48] COc1ccc(NC(=O)CSc2nnc(Cc3cccn3C)n2CCc2ccccc2)cc1OC
  1.8	-4	9	98	4	1	1.6	-3	-10	-0.7	-1.6
[49] CC(C)(C)OC(=O)N1CCN(C(=O)c2cccnc2Cl)CC1
  3.2	-17	3	101	-9	2	1.5	4	-7	0.3	-0.5
[50] O=C(Nc1ccc(S(=O)(=O)N2CCCCC2)cc1)C1CCCCC1
  1.7	5	-12	97	2	-2	0.5	29	-4	0.9	2.1
[51] COc1ccc(CNc2nc3c(c(=O)[nH]c(=O)n3C)n2Cc2ccccc2)cc1
  -1.8	-10	11	96	609	3	0.9	-6	2	-3.4	-1.8
[52] CC(=O)c1ccc(S(=O)(=O)N(C)CC(=O)Nc2ccc(C)cc2)cc1
  1.2	18	-7	88	0	-7	-1.9	-18	2	0.2	1.6
[53] O=C(Cc1ccc(Cl)cc1)Nc1ccc(C(=O)N2CCOCC2)cc1
  1.2	-19	-4	100	-6	5	5.5	8	0	-0.2	0.8
[54] COc1ccc(CCNC(=O)c2ccc(NC(=O)CC3SC(N4CCCCC4)=NC3=O)cc2)cc1OC (configuration not stated)
  /	9	7	104	/	0	2.2	/	-9	/	-1.7
